# Assay outcomes (PubChem)
# CD40 NFkB inh = CD40 pathway inhibition in BL2 cells. BL2 NF-kB luciferase reporter, CD40L-induced, 4 h. inhibition, % at 10 µM. actives 0.94% (n = 83,000). AID 1053188;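 active = mean inhibition of at least 50% with a set share of replicates also reaching that level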;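 also: 0% = neutral control wells and 100% = IKK inhibitor VII at 50 µM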
# The depositor's hits bear a star; & = joins results of further samples; [ ] = another dose, or the depositor's remark. This is a subset; count on the stated rates, not on these rows.
SMILES,CD40 NFkB inh
O=C(c1cccc(S(=O)(=O)N2CCOCC2)c1)N1CCOCC1,-3
CC(C)(C)c1ccc(-c2nnc(SCCC#N)n2C2CCCC2)cc1,20
Cc1nn(Cc2cccc3ccccc23)c(C)c1NC(=O)c1cccnc1,13
CCOc1ccc(C(C)NC(=O)CCC(=O)O)cc1 (configuration not stated),6
CCCNC(=O)N1CC2(C1)[C@@H](c1ccccc1)[C@@H](CO)N2CC1CCOCC1,-10[25 µM]
Cc1cc(NS(=O)(=O)c2ccc(C3CCCCC3)cc2)no1,6
CC(=O)c1cccc(NC(=O)COC(=O)CCC(=O)c2cccs2)c1,7
O=C(OCC(=O)c1ccc(Cl)s1)c1cnccn1,-12
CN(c1ccc(C(=O)NC2CCCCC2)cc1)S(=O)(=O)c1ccccc1,-2
CCCCN(C)C(=O)c1nc2ccccn2c1CN1CCN(c2cnccn2)CC1,9
COc1cccc(NC(=O)N2CC(=O)N3[C@H](CO)[C@@H](c4ccc(C#CC5CCCC5)cc4)[C@H]3C2)c1,-3
CN(C)S(=O)(=O)N1CCN(c2cccc(Cl)c2)CC1,-5
CN(C)C(=O)c1ccc(-c2ccc3c(c2)[C@@H]2[C@@H](CCN2Cc2ccc4c(c2)OCO4)[C@H](CO)N3)cc1,-17[25 µM]
C[C@H](CO)N1C[C@H](C)[C@@H](CN(C)Cc2ccc(Cl)c(Cl)c2)Oc2ccc(NS(=O)(=O)c3ccccc3)cc2CC1=O,11
Cc1ccc(S(=O)(=O)N2CCCC2C(=O)Nc2cc(C)on2)cc1 (configuration not stated),9
COc1ccc(NC(=O)OC(CN2CCCCC2)C(F)(F)F)cc1 (configuration not stated),3
Cc1nc2oc(C(=O)c3ccccc3)c(N)c2c2c1COC(C)(C)C2,-2
CC(C)(O)C#Cc1ccc([C@@H]2[C@H]3CN(C(=O)c4ccncc4)CCCCN3[C@H]2CO)cc1,-1[25 µM]
C[C@@H]1CN([C@H](C)CO)C(=O)CCCn2cc(nn2)CO[C@H]1CN(C)Cc1ccc(-c2ccccc2)cc1,-4
CS(=O)(=O)N(CC(=O)N1CCc2ccccc2C1)c1cccc(F)c1,32
OC(c1ccccc1)c1nccc2ccccc12 (configuration not stated),0
COc1cc(CN2C[C@@H]3N[C@H](C2)C3c2ccc(-c3ccncc3)cc2)cc(OC)c1 (some centres not stated),-2&5
COC(=O)c1c(NC(=O)Cc2cccs2)sc2c1CCC(C)C2 (configuration not stated),-23
Cc1ccc(C)c(S(=O)(=O)Nc2ccc(C(=O)N3CCOCC3)cc2)c1,-14
O=C(CN1C(=O)C2CC=CCC2C1=O)Nc1nnc(C2CC2)s1 (configuration not stated),5
O=C1NC2CCCCC2C(=O)N1OS(=O)(=O)c1ccccc1 (configuration not stated),30
CNC[C@@H]1Oc2c(NS(=O)(=O)c3ccc(Cl)cc3)cccc2C(=O)N([C@H](C)CO)C[C@@H]1C,0[25 µM]
CCNC(=O)Nc1ccc(-n2nc(C)c(C(=O)OCC)c2C)nc1,19
Cc1oc2cc(O)ccc2c(=O)c1Oc1ccccc1Br,14
Cc1sc(NC(=O)C2CCCO2)c(C#N)c1C (configuration not stated),-6

# Overlap with the part before: 5 entries, then new ones.
SMILES,CD40 NFkB inh
O=C1NC2CCCCC2C(=O)N1OS(=O)(=O)c1ccccc1 (configuration not stated),30
CNC[C@@H]1Oc2c(NS(=O)(=O)c3ccc(Cl)cc3)cccc2C(=O)N([C@H](C)CO)C[C@@H]1C,0[25 µM]
CCNC(=O)Nc1ccc(-n2nc(C)c(C(=O)OCC)c2C)nc1,19
Cc1oc2cc(O)ccc2c(=O)c1Oc1ccccc1Br,14
Cc1sc(NC(=O)C2CCCO2)c(C#N)c1C (configuration not stated),-6
COc1ccc(CCNC(=S)NC(=O)/C=C/c2ccc(C)cc2)cc1OC,5
Cc1ccc(S(=O)(=O)N(C)C[C@H]2OCCCC[C@@H](C)Oc3ccc(NS(=O)(=O)c4ccc(F)cc4)cc3C(=O)N([C@H](C)CO)C[C@H]2C)cc1,9
Cc1ccc(S(=O)(=O)CCC(=O)OCC(=O)NCCc2ccc(F)cc2)cc1,8
O=C1CCc2cc(S(=O)(=O)N3CCN(c4ccccc4)CC3)cc3c2N1CCC3,5
COc1c(C)cc(C(=O)C2CCCN(C(=O)c3cc4nc(C)cc(C)n4n3)C2)cc1C (configuration not stated),-31
COc1ccccc1-n1cnc2cc(NCc3ccccn3)ccc21,3
C[C@@H]1CN([C@H](C)CO)C(=O)CCCn2cc(nn2)CO[C@@H]1CN(C)C(=O)C1CC1,1[25 µM]
CCCCOCC(O)Cn1c(C)nc2ccccc21 (configuration not stated),10
Cc1cc(C)c(NC(=O)CN(C)C(C)C(=O)N2CCc3ccccc32)c(C)c1 (configuration not stated),-4
O=C(Nc1cc2c3c(c1)CC(=O)N3CCC2)C1CCCCC1,10
COc1ccc2c3c(n(C)c2c1)[C@@H](CO)N(Cc1ccc(F)cc1)CC31CCN(C)CC1,-5[25 µM]
CCS(=O)(=O)N1[C@H](CO)[C@@H](c2ccccc2C2=CCCCC2)[C@@H]1C#N,-3[25 µM]
N#CCSc1nc2c(cc1C#N)CCCCCC2,0
O=C(CCCc1ccccc1)Nc1ccc2c(c1)OCCO2,30
Cn1ncc([N+](=O)[O-])c1C(=O)Nc1ccc(-c2ccccc2)cc1,-60
O=C(OCc1nnc(-c2ccccc2)o1)c1ccc(S(=O)(=O)NCc2ccco2)cc1,-8
c1ccc(Nc2nc(N3CCOCC3)c3ccccc3n2)cc1,26
COc1ccc(CC(=O)Nc2cc(S(=O)(=O)N3CCOCC3)ccc2N2CCOCC2)cc1,4
Cc1ccc(S(=O)(=O)N2CCOCC2)cc1C(=O)N1CCN(c2ccc(C(F)(F)F)cn2)CC1,-1
CC(C)(CNS(=O)(=O)c1ccc2c(c1)OCCO2)N1CCOCC1,4

# Pulled by compound from the list above (six):
SMILES,CD40 NFkB inh
Cn1ncc([N+](=O)[O-])c1C(=O)Nc1ccc(-c2ccccc2)cc1,-60
COc1ccc(CC(=O)Nc2cc(S(=O)(=O)N3CCOCC3)ccc2N2CCOCC2)cc1,4
CCS(=O)(=O)N1[C@H](CO)[C@@H](c2ccccc2C2=CCCCC2)[C@@H]1C#N,-3[25 µM]
N#CCSc1nc2c(cc1C#N)CCCCCC2,0
COc1ccc2c3c(n(C)c2c1)[C@@H](CO)N(Cc1ccc(F)cc1)CC31CCN(C)CC1,-5[25 µM]
O=C(CCCc1ccccc1)Nc1ccc2c(c1)OCCO2,30

# Carrying on:
SMILES,CD40 NFkB inh
CC1=C(C)CC(C(=O)Nc2ccc3c(c2)OCO3)C(C(=O)O)C1 (configuration not stated),9
CCOC(=O)c1c(C)[nH]c(C(=O)OCC(=O)NC2(C#N)CCCCC2)c1C,5
COc1ccc(C(=O)c2cccc(C(=O)c3ccc(OC)c(C)c3)c2)cc1C,7
CCOc1ccc(N2CC(C(=O)Nc3cc(OCC)c(N4CCOCC4)cc3OCC)CC2=O)cc1 (configuration not stated),2
O=C(Nc1cc(Cl)ccc1Cl)P(=O)(O)c1ccccc1,6
COc1ccc(-c2[nH]ncc2CN(C)C(C)c2ccon2)c(OC)c1 (configuration not stated),1
COc1ccc(C(=O)N2CCN(C)C(C)C2)cc1OC1CCN(C(C)=O)CC1 (configuration not stated),10
CN1C(=O)C(CC(=O)N2CCN(C(c3ccccc3)c3ccccc3)CC2)N(C)C1=O (configuration not stated),9
CCOC(=O)c1c(C)c(-c2ccccc2)n(CC(=O)N2CCN(C)CC2)c1C,8
COC(=O)Cc1c(O)ccn(Cc2cccc(C(F)(F)F)c2)c1=O,10
CCn1ccc(C(=O)NC2CCCC2)n1,-4
CCNC(=O)C[C@H]1CC[C@H]2[C@@H](COC[C@@H](O)CN2C(=O)c2ccccn2)O1,8[25 µM]
COC(=O)CN(c1cccc(F)c1)S(C)(=O)=O,4
COc1ccc(CNCc2cccc(OC)c2OC)cc1Br,-1
CC(C)(C)NS(=O)(=O)c1ccc(CCC(=O)Nc2ccc3c(c2)OCO3)cc1,1
COc1ccc(CCNC(=O)CCc2nc3ccccc3[nH]2)cc1OC,10
O=C(Cn1cncn1)NCc1cccc2ccccc12,9
C[C@@H]1CN([C@H](C)CO)C(=O)c2c(c3ccccc3n2C)-c2ccccc2CO[C@H]1CN(C)C(=O)[C@H](C)c1ccccc1,13
O=C(C1CCN(S(=O)(=O)c2ccc(Cl)cc2)CC1)N1CCCC1,7
N#C[C@H]1[C@H](c2ccccc2-c2ccccc2)[C@@H](CO)N1C(=O)NC1CCCCC1,4
COc1ccc(NC(=S)N(C)CC2COc3ccccc3O2)cc1 (configuration not stated),16
Cc1ccc(S(=O)(=O)N(C)C[C@H]2OCCCC[C@@H](C)Oc3ccc(NS(=O)(=O)c4ccc(Cl)cc4)cc3C(=O)N([C@H](C)CO)C[C@H]2C)cc1,-4
CC(=O)Nc1ccc(S(=O)(=O)N[C@@H](C)C(=O)N2CCN(C/C=C/c3ccccc3)CC2)cc1,5
COC(=O)C1CCN(C(=O)COC(=O)Cc2c[nH]c3ccccc23)CC1,7
Cc1[nH]c(C)c(S(=O)(=O)N(C)Cc2ccccc2)c1C(=O)N1CCCCC1,12
CCN(Cc1ccccc1)C(=O)c1cc(S(=O)(=O)N2CCOCC2)cn1C,8
CC(C)(C)c1ccc(CNC(=O)c2ccc3c(c2)NC(=O)CO3)cc1,1
O=C(Nc1ccccc1)N(Cc1cccs1)C1CCCC1,-1
OCCC1CN(C/C=C/c2ccco2)CCN1Cc1ccccc1 (configuration not stated),-7
O=C(C[C@H]1C=C[C@H](NC(=O)C2CCOCC2)[C@H](CO)O1)NCCc1cscn1,-1[25 µM]
COc1ccccc1OCC(=O)N/N=C1/C=C(C)CC1,9
CCn1cc(CCC(=O)O)c(C)n1,27
Nc1cc2c(cc1[N+](=O)[O-])-c1ccccc1C2=NO,-18
Cc1cc(Cl)ccc1OCCCC(=O)NCCCn1ccnc1,2
O=C(Nc1cc(F)ccc1F)N1C[C@H]2[C@@H](c3ccccc31)[C@H](CO)N2Cc1cccnc1,-6[25 µM]
CC1(C)c2ccccc2N2CCC(=O)NC21/C=C/c1ccco1 (configuration not stated),-7
O=C(Nc1cccnc1)c1cccnc1,4
Cc1ccc(S(=O)(=O)N(Cc2ccccc2Cl)C(=O)N2CCN(C)CC2)cc1,-3
COC(=O)Cc1cc(=O)n(-c2nc3ccccc3s2)[nH]1,6
CCOC(=O)N1CCN(C(=O)CC(C(=O)N2CCc3ccccc32)n2ccnc2)CC1 (configuration not stated),3
COc1ccc(C#Cc2ccc([C@@H]3[C@@H](CO)N4CCCCN(C(=O)Nc5cccc(F)c5)C[C@@H]34)cc2)cc1,17[25 µM]
CC(C)CCNC(=O)c1cccc(Cl)c1,-37
c1cc2c(cc1C1CCCCC1)c1c3n2CCN=C3CCC1,-14
CC1CCCN(C(=O)COC(=O)CNC(=O)c2ccc(Br)cc2)C1 (configuration not stated),3
CCOC(=O)C1(Cc2ccccc2C(F)(F)F)CCN(C2CCN(C(C)=O)CC2)CC1,3
Cn1cc(CN2CCC(C(=O)Nc3ccc(Oc4ccccc4F)cc3)CC2)cn1,-12
CNC(=O)COC(=O)c1ccc(Cl)c(S(N)(=O)=O)c1,-2
O=C(NCC(c1cccs1)N1CCOCC1)c1cccc(S(=O)(=O)Nc2ccc(F)cc2)c1 (configuration not stated),0
O=C(COc1ccccc1)N1CCN(c2ccccc2)CC1,-17
OCCNc1c2ccccc2nc2ccccc12,-67
# The list goes on.
SMILES,CD40 NFkB inh
Cc1ccc(S(=O)(=O)CCC(=O)OCC(=O)N2c3ccccc3CC2C)cc1 (configuration not stated),1
O=C(c1cc2cc(F)ccc2[nH]1)N1CCN(C(=O)c2ccco2)CC1,-49
C/C(=N\NS(=O)(=O)c1ccc(Br)cc1)c1ccncc1,22
Cc1ccc(-c2nc3ncccc3o2)cc1NC(=O)COc1ccccc1,4
O=C(Cc1ccncc1)Nc1ccc2c(c1)[C@H]1C[C@H](CC(=O)N3CCc4ccccc4C3)O[C@H](CO)[C@H]1O2,-13[25 µM]
CC(=O)N1CC2(CC(=O)OC(C)C)CN(C(C)=O)CC(CC(=O)OC(C)C)(C1)C2=O,9
O=C(COC(=O)c1cc[n+]([O-])cc1)Nc1cc([N+](=O)[O-])ccc1Cl,12
c1ccc(-c2csc(-c3ccc(-c4csnn4)cc3)n2)cc1,-37
Cc1ccc(-c2ccc([C@@H]3[C@@H](CO)N4C(=O)CN(C(=O)NC(C)C)C[C@H]34)cc2)cc1,18[25 µM]
Cn1c(SCc2ccccc2)nnc1-c1ccc2c(c1)OCO2,-96
CCOC(=O)NN1C(=O)c2ccccc2NC1c1ccc(OC)c(OC)c1 (configuration not stated),1
CCc1cc2c(NCCC(=O)O)ncnc2s1,7
CCC1CCC2(CC1)NC(CO)(CO)CO2 (configuration not stated),3
Cc1nnc(SCC(=O)Nc2ccc(OC(F)F)c(Cl)c2)n(N)c1=O,0
C=CCNC(=O)COc1ccccc1C#N,-9
OC[C@@H]1[C@@H](c2ccccc2)C2(CN(Cc3ccccn3)C2)N1CCC(F)(F)F,-12[25 µM]
Cc1cccc(Oc2nc(CN3CCOCC3)nc3sc4c(c23)CCCC4)c1,1
COc1ccc(C#Cc2ccc([C@@H]3[C@@H](CO)N4CCCCN(C(=O)Nc5cccc(F)c5)C[C@H]34)cc2)cc1,31[25 µM]
C[C@H](CO)N1C[C@H](C)[C@H](CN(C)CC2CC2)OCCCC[C@H](C)Oc2ccc(NC(=O)c3ccccc3)cc2C1=O,-18[25 µM]
O=C(Nc1ccccn1)c1ccc2c(c1)S(=O)(=O)c1ccccc1C2=O,-12
NC(=O)C1CCN(c2ccc(S(=O)(=O)N3CCCCC3)cn2)CC1,8
O=C1OCC(CC2=C(O)C(=O)OC2)=C1O,0
COc1ccccc1NC(=O)N1C[C@H]2[C@@H](c3ccccc31)[C@H](CO)N2Cc1ccccc1F,-19[25 µM]
c1cn(C23CC4CC(CC(C4)C2)C3)cn1,12
